Polio RdRp inh: poliovirus RdRp elongation inhibitors, primary screen, biochemical, fluorescence polarization, total intensity. Genome polyprotein (Poliovirus type 1 (strain Mahoney)), P03300. poliovirus polymerase elongation; stronger effect = lower value. % elongation, % (compound at 16.7 µg/mL). 0.66% of 150,000 active; in the data active means % elongation below about 90%; further: some results filed as inactive read as strong as hits
Target sequence (P03300 1749-2209 limits assumed): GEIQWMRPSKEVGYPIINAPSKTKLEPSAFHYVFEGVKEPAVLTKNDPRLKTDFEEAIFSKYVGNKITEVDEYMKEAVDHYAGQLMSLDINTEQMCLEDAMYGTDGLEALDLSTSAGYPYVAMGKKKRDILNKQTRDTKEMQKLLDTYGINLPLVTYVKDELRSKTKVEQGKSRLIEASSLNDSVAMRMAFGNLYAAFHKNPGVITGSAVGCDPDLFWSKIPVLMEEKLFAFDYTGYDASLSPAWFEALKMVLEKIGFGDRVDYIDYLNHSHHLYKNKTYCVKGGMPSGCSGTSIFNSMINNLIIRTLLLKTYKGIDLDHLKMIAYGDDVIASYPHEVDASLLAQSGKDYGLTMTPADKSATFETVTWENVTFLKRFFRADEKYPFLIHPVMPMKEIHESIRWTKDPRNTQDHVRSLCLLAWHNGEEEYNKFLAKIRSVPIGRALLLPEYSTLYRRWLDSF
Polio RdRp inh FP z-score: recorded beside Polio RdRp inh, whose call it bears; z-score; measured here: FP z-score; hits read low
Numbers without * were called inactive.

Order of values – Polio RdRp inh FP z-score, Polio RdRp inh
O=C1OCCC1Sc1ccc(Cl)cc1 (centres undefined)
    -0.1, 100.0
Cc1nc2scc(C)n2c(=O)c1S(=O)(=O)Nc1cccc(C(F)(F)F)c1
    -1.2, 101.0
CNC(=O)COc1coc(CN2CCc3ccccc32)cc1=O
    1, 105.0
C=CCNC(=S)Nc1ccccc1
    0.1, 101.0
COc1cc(SC)ccc1C(=O)Nc1nnc(C(F)(F)F)s1
    0.2, 105.0
Cc1cc(C)cc(NC(=O)Cn2c(=O)n(-c3cc(C)cc(C)c3)c(=O)c3oc4ccccc4c32)c1
    -0.7, 104.0
O=C1CCCC/C1=C/NC1CCCCC1
    -0.3, 99.0
CC1CC(C)CN(C(=O)COC(=O)Cc2cn3ccsc3n2)C1 (centres undefined)
    -0.6, 97.0
O=C(Nc1ccccc1Cl)c1cn2ccccc2n1
    0.7, 104.0
O=S(=O)(Nc1ccc(-c2ccc(N3CCCC3)nn2)cc1)c1cc(F)ccc1F
    0.9, 110.0
CCOc1ccc2nc(NC3=NCCC(=O)N3)nc(C)c2c1
    -0.1, 101.0
Cc1cc(C)cc(-n2nnc(-c3nc(-c4ccccc4F)no3)c2C)c1
    -0.4, 100.0
CCOC(=O)c1ccc(NC(=O)C2=C(C)C(=O)OC23CCN(C(C)=O)CC3)cc1
    -0.2, 106.0
C/C(=N\N(C=O)c1ccc(C(=O)O)cc1)C(=O)c1ccccc1
    -0.3, 98.0
COc1ccccc1CN1C(=O)c2ccccc2C1C(=O)NCCCN1C(C)CCCC1C (centres undefined)
    0.1, 101.0
Cc1ccc(Cc2nnc(C(=O)NCCCN3CCC(Cc4ccccc4)CC3)o2)cc1
    0, 100.0
COc1cc(OC)cc(C(=O)NC(=S)Nc2cccc(-c3nc4ccccc4o3)c2C)c1
    0.9, 103.0
O=C(COc1ccc(Cl)cc1)NCc1nnc(SCC(=O)NCc2ccco2)o1
    0.2, 101.0
COc1ccc(NC(=O)CSC2=Nc3ccccc3C3=NC(CCC(=O)NC4CCCCC4)C(=O)N23)cc1 (centres undefined)
    1.4, 113.0
CCN1CCN(C(=O)c2ccccc2SC)CC1
    0, 100.0
CC(NCCN1CCOCC1)C(=O)NC1CCCCC1 (centres undefined)
    -0.8, 100.0
COc1ccc(C)cc1NC(=O)CN1CCN(S(=O)(=O)c2ccc(Br)cc2)CC1
    -1.5, 101.0
CSc1c(C#N)c(-c2ccc(Cl)cc2)nn1C(=O)c1cccs1
    -0.4, 103.0
O=C(COc1ccccc1-c1nnc(-c2ccccc2)o1)Nc1ccc(Br)cc1F
    0.1, 107.0
O=C(Nc1ccc2c(c1)OCO2)c1cccn(Cc2ccccc2)c1=O
    0.2, 107.0
c1ccc(-c2cc3ncc4c(n3n2)-c2ccccc2OC4)cc1
    1.3, 109.0
COCCc1nn2c(=O)cc(COC(=O)c3cccs3)nc2s1
    0.4, 108.0
COc1cccc(-c2ncnn2-c2sc3c(c2C#N)CCCCC3)c1OC
    1.1, 110.0
O=C(CCC(=O)N1Cc2ccccc2Oc2ncccc21)NCc1cccc(Cl)c1
    -0.1, 108.0
O=C(CNC(=O)C1CCCCC1)Nc1nc2ccccc2[nH]1
    0, 103.0
Cc1ccc(CCNC(=O)C2CC(=O)N(CCc3ccc(C)cc3)C2)cc1 (centres undefined)
    0.7, 114.0
CN1CCN(C(=O)Cn2nc(-c3ccccc3)c3ccccc3c2=O)CC1
    0.2, 102.0
CCOC(=O)c1cc(-c2ccc(OC)cc2)n(CCC(=O)Nc2ccc(OC)cc2OC)c1C
    0.7, 108.0
COc1cc(C2SC(C)C(=O)N2CCc2ccccc2)cc(OC)c1OC (centres undefined)
    0.4, 104.0
CCN(CC)S(=O)(=O)c1ccc(/C=C/C(=O)NC2CCCCC2)cc1
    1.4, 105.0
CN(C)S(=O)(=O)c1ccc(C(=O)N2CC(=O)Nc3ccc(Br)cc3C2c2ccc(F)cc2)cc1 (centres undefined)
    0.2, 105.0
Cc1cc(C)c(NC(=O)CSc2nc(=O)n(Cc3cccnc3)c3c2CCC3)c(C)c1
    0.8, 110.0
CC1CCCC(C)N1CCNC(=O)c1ccc2c(c1)ncn2C1CCCCC1 (centres undefined)
    -1.6, 99.0
N#CCSc1nc(-c2cccnc2)ccc1C(=O)O
    1, 104.0
CN1CCC(NC2C3CC4CC(C3)CC2C4)CC1 (centres undefined)
    -0.2, 100.0
Cc1cccc(-n2c(=O)c3ccccc3n(Cc3ccccc3)c2=O)c1
    0.5, 108.0
Cc1ccnc(S/C=C/C(=O)c2ccc(I)cc2)n1
    0.2, 102.0
CCOC(=O)N1CCN(C(=O)c2ccc3c(c2)N(Cc2ccccc2)CCS3)CC1
    -1, 101.0
COC(=O)C(NS(=O)(=O)c1ccc(NC(C)=O)cc1)C(C)C (centres undefined)
    0.3, 103.0
S=C(Nc1ccc(Cl)cc1)N1CCN(C2CCCCC2)CC1
    0.1, 101.0
Clc1ccc(CN2CCN(Cc3ccccc3)CC2)cc1
    0.4, 102.0
COCCNCC1C(Oc2ccc(Cl)cc2)C(=O)N1c1ccc(C)cc1 (centres undefined)
    -0.7, 98.0
COc1cccc(CNC(=O)CNS(=O)(=O)c2ccc3nc(C)sc3c2)c1
    1.2, 113.0
COc1ccc2c(c1)C(O)c1ccccc1CO2 (centres undefined)
    -0.2, 102.0
CCc1ccccc1NC(=O)C(Cc1ccccc1)N1C(=O)c2ccccc2C1=O (centres undefined)
    0.4, 105.0
CCCNC(C)(C)COC(=O)c1ccccc1
    -0.5, 99.0
COc1cccc(NC(=O)c2oc3ccc(S(=O)(=O)N4CCCCC4)cc3c2C)c1
    0.3, 101.0
COc1cccc(NC(=O)CN(C)S(=O)(=O)c2ccc3nc(C)sc3c2)c1
    0.7, 109.0
CCCn1c(N2CCCCC2)nc2c1c(=O)[nH]c(=O)n2C
    0.1, 105.0
O=C(O)c1cc(=O)[nH]c2ccccc12
    0.3, 102.0
Cc1cc(NC(=O)C2CCCN(S(=O)(=O)c3cccc4nsnc34)C2)ccc1Br (centres undefined)
    0.5, 109.0
Cc1[nH]c(=O)nc(SCc2ccc(Cl)c(Cl)c2)c1C#N
    1.4, 109.0
O=C1CCC(C(=O)OCc2ccccc2)N1 (centres undefined)
    -1.4, 98.0
CCn1c2c(c3cc(Br)ccc31)CCC/C2=N\O
    -0.1, 101.0
C=CCn1c(Cc2cccs2)nnc1SCc1c(Cl)cccc1Cl
    -0.2, 100.0

Going on with the list.
Order of values – Polio RdRp inh FP z-score, Polio RdRp inh
O=C1CCCN1CCCNc1nn2nnnc2c2ccccc12
    0, 101.0
CC(C)(C)c1ccc(C(=O)Nc2ccc(-c3nnc4n3CCCCC4)cc2)cc1
    0.3, 104.0
N=C1C(c2nc3ccccc3[nH]2)=C(O)CN1CCCN1CC(O)=C(c2nc3ccccc3[nH]2)C1=N
    0.6, 107.0
CCOc1ccc(CC(=O)NCc2ccc3[nH]c(C)cc3c2)cc1
    -0.1, 101.0
CCc1ccc(C2Nc3cc(Cl)ccc3C3=NCCCN32)cc1 (centres undefined)
    0.1, 102.0
CCC(C(=O)Nc1cccc(C(=O)O)c1)c1ccccc1 (centres undefined)
    0.6, 101.0
O=S(=O)(Nc1ccc2c(c1)nc1n2CCN(Cc2ccccc2)C1)c1ccc(F)cc1
    -0.4, 99.0
COC(=O)c1ccc2c(c1)N(Cc1ccccc1)C(=O)c1ccccc1S2
    0, 102.0
O=C(NCc1ccccc1CN1CCOCC1)c1ccc(-n2cccn2)cc1
    0, 102.0
CC1C(C#N)=C(N)SC(N)=C1C#N
    -4.2, 79.0
CCCn1c(SCc2nc(-c3cc(OC)ccc3OC)no2)nnc1-c1ccc(Cl)cc1
    0.4, 109.0
C#CCn1c(=NC(=O)C(C)(C)C)sc2cccc(OCC)c21
    0.4, 104.0
Cc1cccc(CNS(=O)(=O)c2ccc3[nH]c(=O)ccc3c2)c1
    1.2, 112.0
CCOC(=O)C1=C(Nc2ccc(OC(C)=O)cc2)C(=O)N(C(C)(C)C)C1
    -0.3, 104.0
C=CCN1CCN(C(=O)Cc2cccs2)CC1
    1, 104.0
Oc1ccc(N=Cc2ccco2)cc1
    0.2, 100.0
CCS(=O)(=O)Nc1ccc2[nH]c(=O)[nH]c2c1
    -0.7, 99.0
Cc1c(Cl)cccc1NC(=O)Cn1c(=O)nc(-c2ccccc2)c2ccccc21
    -0.1, 105.0
COC(=O)C1=C(\N2CCOCC2)CCCC/C=C\1C(=O)OC
    0, 102.0
CCOc1ccc(NS(=O)(=O)c2cccc(C(=O)Nc3nnc(C4CC4)s3)c2)cc1
    0.5, 105.0

Profiles, quoted from the list.
Cc1cccc(CNS(=O)(=O)c2ccc3[nH]c(=O)ccc3c2)c1 is listed as Polio RdRp inh FP z-score: 1.2; Polio RdRp inh: 112.0
O=C(Nc1ccc2c(c1)OCO2)c1cccn(Cc2ccccc2)c1=O is listed as Polio RdRp inh FP z-score: 0.2; Polio RdRp inh: 107.0

Next section.
Order of values – Polio RdRp inh FP z-score, Polio RdRp inh
Cc1nn(C)c2c1c(-c1ccccc1)cc(=O)n2CC(=O)NC(C)C
    0.3, 107.0
O=C1NC2(CCCCC2)N(C(=O)c2ccccc2)C2=C1CCCC2
    0.5, 104.0
Fc1ccc(-c2ccc(CNCCSc3nnnn3-c3ccccc3)o2)cc1
    1.4, 113.0
CC1=NN(c2nc3ccccc3s2)C(=O)C1CCC(C)C (centres undefined)
    -0.4, 100.0
CC(C)Sc1nc2ccccc2[nH]1
    0.5, 104.0
CN(C(=O)Nc1cn(C)c2ccccc12)C1CCCCC1
    0.1, 103.0
O=S(=O)(c1cc(O)cc(S(=O)(=O)C(F)(F)F)c1)C(F)(F)F
    0.2, 101.0
COc1ccc2c(c1)c(N1CCCC1=O)c(C(=O)Nc1cc(C)c(Cl)cc1OC)n2C
    0.4, 109.0
COc1ccccc1CNC(=O)Cc1noc2ccccc12
    -0.1, 103.0
CCOC(=O)c1sc(N(C)C(C)=O)nc1C
    -0.9, 99.0
CCNC(=O)c1cc2n(n1)CCCN(Cc1ccccc1)C2=O
    0.4, 101.0
O=C(COc1ccccc1)Nc1ccc2oc(=O)ccc2c1
    0.2, 106.0
Cc1nc2nncn2c(Nc2ccc(F)cc2)c1C
    0.4, 110.0
O=C(NC1CC1)c1cc(F)c(F)cc1Cl
    -0.1, 101.0
O=C1C=C2C=C[C@@H]3C[C@@]2(O1)[C@H]1CCCCN31
    0.2, 101.0
COC(CNC(=O)c1cnn2c(C)c(Cc3ccccc3C)c(C)nc12)OC
    0.6, 102.0
COc1ccc(-c2ocnc2C(=O)Nc2cccc(Oc3ccccc3)c2)cc1OC
    -0.2, 101.0
CCN(CC)C(=O)Cn1cc(SCC(=O)Nc2ccc(C)cc2)c2ccccc21
    0.5, 110.0
CC1CCC(NC(=O)c2ccc3snnc3c2)CC1 (centres undefined)
    0.1, 103.0
C[C@@H](C(=O)OCN1C(=O)c2ccccc2C1=O)N1C(=O)C2CC=CCC2C1=O (some centres undefined)
    -0.4, 101.0
N#Cc1ccccc1S(=O)(=O)NCc1ccco1
    0.8, 107.0
O=C(Oc1ccc2c(c1)OCC2=O)c1ccc(Cl)cc1
    -1, 99.0
OCCN(CCO)CC(O)C12CC3CC(CC(C3)C1)C2 (centres undefined)
    0.1, 102.0
CN1C(=O)C2(NN=C(c3ccccc3)S2)c2cc(Br)ccc21 (centres undefined)
    0.1, 103.0
Nc1nnc(CCCn2c(=O)oc3ccccc32)s1
    -1.6*, 86.0*
CC12CCC(c3c1nn(-c1ccccc1)c3C(F)(F)F)C2(C)C (centres undefined)
    0.1, 104.0
N#C/C(=C\N1CCN(Cc2ccccc2)CC1)S(=O)(=O)c1ccccn1
    -0.4, 101.0
Cc1ccc(Sc2ccc(N3CCCC(C(=O)Nc4ccc(Cl)cc4)C3)nn2)cc1 (centres undefined)
    -0.3, 105.0
N#Cc1c(SCCN2CCCCC2)sc2c(O)cc(=O)[nH]c12
    0.1, 102.0
Cc1ccccc1CNC(=O)c1c(C)nc2ccccn2c1=O
    0.5, 104.0
CN1CCN(CCCNC(=O)c2cc3c(=O)n(C)c4ccccc4c3s2)CC1
    -3.6, 91.0
CCOc1ccc(CCNC(=O)c2ccc3c(c2)c(C)c(C)n3Cc2ccccc2)cc1OCC
    0.9, 111.0
Cc1cccc(NC(=O)c2c(NC(=O)C(F)(F)F)sc3c2CCCCC3)c1
    0.4, 105.0
C=C(C)/C=N/NC(=S)Nc1ccc(S(=O)(=O)N2CCOCC2)cc1
    -0.1, 102.0
CCC(=O)NC(c1ccc(C(C)C)cc1)c1c(O)ccc2ccccc12 (centres undefined)
    0.7, 109.0
CCC(=O)N1CCc2cc(Br)cc(S(=O)(=O)CCC(=O)Nc3cccc(Cl)c3)c21
    -0.7, 103.0
CCC(=O)Nc1nnc(COc2ccc(OC)cc2)s1
    1.1, 105.0
O=C(Nc1cccc(C(F)(F)F)c1)c1noc2c1CCCC2
    0.2, 102.0
Cc1cc(C)c(NC(=O)Nc2csc3c2CCCC3)c(C)c1
    -5.5, 90.0
Cc1cc(C(F)(F)F)n2ncnc2n1
    -1.1, 98.0
COc1cccc(-c2nc(-c3ccc(NC(=O)c4cccnc4)cc3)no2)c1
    0.3, 101.0
CC(=O)NCCNc1nc2c(-c3ccc(Cl)cc3)nnn2c2ccccc12
    0.5, 103.0
COc1ccccc1CNC(=O)CCC1N=C2c3ccccc3N=C(SCC(=O)Nc3ccc(N(C)C)cc3)N2C1=O (centres undefined)
    0.4, 109.0
COc1ccc(-n2c(=O)c3ccccc3n(CC(=O)NCCc3ccccc3)c2=O)c(OC)c1
    0.4, 106.0
Cc1ccc(CNC(=O)c2c(Nc3ccccc3C)sc(C(=O)c3ccc(F)cc3)c2N)cc1
    -1.1, 102.0
O=C(O)c1c[nH]c(=O)n(-c2ccccc2F)c1=O
    0.1, 103.0

Screens: PubChem BioAssay, ICCB-Longwood Screening Facility, Harvard Medical School

A portion of the library. The share of hits here may be higher or lower than overall.
